Source: PubChem BioAssay
RPL19A-GFP yeast – RPL19A-GFP expression modulators in yeast, primary screen, cell-based, S. cerevisiae, multiplex flow cytometry, MLPCN | S. cerevisiae RPL19A-GFP strain, 3 h; hits give low values | percent response vs DMSO, % at 10 µM | actives 0.3% (n = 330,000) | AID 2025, 2009;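 active = percent response vs DMSO below 50%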;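 also: median channel GFP fluorescence of the barcoded RPL19A-GFP strain; ratio of sample median GFP to plate DMSO average so 100% = DMSO; lower means less RPL19A-GFP as with rapamycin TOR inhibition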
procasp3 activ – activators of human procaspase-3 D3A mutant, primary screen, biochemical, absorbance, PC-3 D3A mutant, single concentration; Caspase-3 (Homo sapiens), P42574; activation, % at 8.5 µM; recombinant procaspase-3 D3A, Ac-DEVD-pNA absorbance 405 nm; actives 0.11% (n = 330,000);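 active = activation above the mean of all tested compounds plus 3 SD, cut at about 21% in these data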;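 also: 0% = DMSO alone and 100% = DMSO wells spiked with extra 5 µM PC-3 D3A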
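material = Procaspase-3 D3A mutant | probe or stimulus = Ac-DEVD-pNA | compound = single dose, 8.5 µM nominal compound, 0.8% DMSO | timing = 1 h preincubation, 2 h reaction | measured by = 405 nm absorbance of p-nitroaniline, reads at 0 and 120 min | benchmarks = DMSO-only low control, 5 µM PC-3 D3A high control | repeats = singlicate, each compound tested once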
LAP4 TOR yeast – modulators of LAP4-GFP expression in yeast, primary screen, S. cerevisiae, multiplex flow cytometry, MLPCN library; 3 h; median GFP as percent of DMSO wells; GFP response vs DMSO, % at 10 µM; actives 0.34% (n = 320,000);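 active = GFP response vs DMSO above a set limit, about the screen mean plus 3 SD, cut at about 150% in these data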
AHR act – AHR activators, primary screen, cell-based, luminescence, luciferase reporter, human | Aryl hydrocarbon receptor (Homo sapiens), P35869 | AHR-responsive luciferase reporter cells | activation, % at 5 µM | actives 2.5% (n = 320,000) | AID 2796, 2010; in the data active = activation above about 47%;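 also: 0% = vehicle wells and 100% = reference agonist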
Target sequence (P35869 whole entry, looked up): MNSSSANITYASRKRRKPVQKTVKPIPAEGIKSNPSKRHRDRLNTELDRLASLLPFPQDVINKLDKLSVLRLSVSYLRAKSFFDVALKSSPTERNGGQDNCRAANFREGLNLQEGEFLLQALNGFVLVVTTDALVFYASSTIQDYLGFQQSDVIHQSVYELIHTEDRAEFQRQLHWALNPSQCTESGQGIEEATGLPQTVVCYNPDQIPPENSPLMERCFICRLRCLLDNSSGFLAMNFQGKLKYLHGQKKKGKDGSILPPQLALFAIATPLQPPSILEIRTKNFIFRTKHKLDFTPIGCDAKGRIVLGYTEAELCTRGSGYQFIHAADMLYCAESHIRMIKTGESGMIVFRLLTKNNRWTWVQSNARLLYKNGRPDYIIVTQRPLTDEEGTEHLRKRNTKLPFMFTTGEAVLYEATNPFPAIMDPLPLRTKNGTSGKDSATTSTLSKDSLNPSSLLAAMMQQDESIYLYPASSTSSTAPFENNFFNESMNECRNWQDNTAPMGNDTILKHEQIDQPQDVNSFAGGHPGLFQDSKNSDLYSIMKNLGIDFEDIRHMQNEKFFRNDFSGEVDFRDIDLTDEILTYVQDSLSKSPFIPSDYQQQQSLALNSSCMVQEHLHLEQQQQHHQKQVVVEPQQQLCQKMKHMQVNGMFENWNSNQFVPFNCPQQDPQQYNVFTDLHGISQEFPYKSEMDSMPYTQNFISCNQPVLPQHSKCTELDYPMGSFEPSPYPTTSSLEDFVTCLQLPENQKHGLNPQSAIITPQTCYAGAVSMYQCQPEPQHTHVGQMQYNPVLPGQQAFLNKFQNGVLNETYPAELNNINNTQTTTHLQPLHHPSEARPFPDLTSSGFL
proCasp7 act – procaspase-7 activators, primary screen, counter-screen for procaspase-3 activator project, biochemical, absorbance, HTS, human | Caspase-7 (Homo sapiens), P55210 | recombinant procaspase-7, Ac-DEVD-pNA absorbance 405 nm; D23A/D198A/D206A triple mutant, cannot self-cleave; scale: DMSO 0, 5 µM enzyme 100 | activation, % at 8.5 µM | actives 0.093% (n = 330,000) | AID 463210, 2010;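 active = percent activation above the screen-wide mean plus 3 SD, cut at about 25% in these data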
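Assay system: Uncleavable procaspase-7 mutant enzyme / Input: 2 µM procaspase-7 mutant as dispensed / Dosing: single nominal 8.5 µM compound dose, 0.8% DMSO final / Timing: 1 h enzyme–compound preincubation and 2 h substrate reaction, both 25 °C / Detection: p-Nitroaniline absorbance at 405 nm, read at 0 and 120 min / Replication: singlicate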
MEP2 TOR yeast – modulators of MEP2-GFP levels in yeast, primary screen, S. cerevisiae, multiplex flow cytometry, MLPCN library. AID 2016, 2009. GFP response vs DMSO, % at 10 µM. S. cerevisiae MEP2-GFP strain, 3 h; 100% = DMSO control level. actives 0.51% (n = 330,000);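 active = GFP response versus DMSO above a set limit, roughly screen mean plus 3 SD, cut at about 180% in these data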;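 also: median GFP fluorescence of the barcode-gated MEP2-GFP cells per well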
Yeast superoxide – reduction of superoxide in aged yeast, primary screen, HTS; superoxide response (% of plate mean), % at 10 µM; actives 0.18% (n = 330,000); S. cerevisiae aged cells, superoxide DHE fluorescence; hits give low values;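 active = superoxide response under a set limit, about three screen SD below normal, cut at about 65% in these data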;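 also: yeast aged for seven days with compound at 30 °C before DHE staining; 100% = average MFI of all compound-treated wells on the plate with controls excluded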
JMJD2C inh – inhibitors of GASC-1 histone demethylase, primary screen, biochemical, fluorescence, DELFIA europium; actives 0.069% (n = 330,000); AID 2099, 2009; inhibition, % at 2.35 µM; GST-JMJD2C(1-420) H3K9me3 demethylation;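 active = more than half of a compound's replicate wells show inhibition beyond 50%, single wells judged on their own value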;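 also: signal counts dimethyl H3K9 product captured on neutravidin plate; 0% = median of DMSO wells and 100% = 0.3 times that DMSO median; strong numbers were not always called active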
Active calls of the source: *; / = not tested or not shown; & = joins results of further samples; [ ] = dose if it differs, or a comment.

Sequence of screens – RPL19A-GFP yeast, procasp3 activ, LAP4 TOR yeast, AHR act, proCasp7 act, MEP2 TOR yeast, Yeast superoxide, JMJD2C inh
CCOC(=O)C(CC)n1cnc2c(nnn2-c2ccc(C)cc2)c1=O (stereo not given)
→ 96, -2, 102, 4, 6, 98, 100, /
O=c1c2sc3nc(N4CCOCC4)c4c(c3c2ncn1CCc1ccccc1)CCCC4
→ 100, 2, 99, -3, -5, 108, 108, 4
Cc1c(Cl)cccc1NCC(=O)Nc1ccc(Cl)cc1F
→ 102, 6, 93, -3, -1, 96, 99, -2
Cc1nnc(NC(=O)c2ccc3c(c2)NC(=O)CS3)s1
→ 114, 6, 114, 5, -13, 109, 96, -2
COc1cccc(C(=O)Oc2cc(N)n(S(=O)(=O)c3ccc(C)cc3)n2)c1OC
→ 107, -20, 115, 6, -28, 103, 95, -5
CCc1ccccc1-n1c(SCC(=O)c2c(N)n(C3CC3)c(=O)[nH]c2=O)nnc1N1CCOCC1
→ 91, 1, 89, -1, -3, 96, 110, -2
CCS(=O)(=O)c1nc(S(=O)(=O)c2ccc(C)cc2)c(NCCCN2CCCC2=O)s1
→ 95, -2, 93, 0, -6, 99, 88, 14
CC(C)c1nnc(SCc2ccc(CSc3nnc(C(C)C)n3N)cc2)n1N
→ 100, -9, 91, 5, 3, 92, 104, -8
CN1CCN(S(=O)(=O)c2cccc(C(=O)Nc3ccccc3N3CCCCC3)c2)CC1
→ 96, 6, 102, -1, 1, 98, 99, 5
Cc1cccnc1CCNC(=O)CCc1nnc(CCc2ccccc2)o1
→ 98, -2, 110, 1, 6, 106, 109, 11
CCC(C(=O)Nc1cc(OC)c(NC(=O)c2ccccc2)cc1OC)c1ccccc1 (stereo not given)
→ 101, 3, 83, 4, 1, 101, 115, -4
Cc1sc(NC(=O)C2=COCCO2)c(C(N)=O)c1C
→ 95, -5, 97, 5, 3, 94, 101, -3
CC(C)Oc1ccc(CCC(=O)NNC(=O)c2ccccc2C(=O)O)cc1
→ 96, -5, 106, 7, -1, 92, 127, -4
COCCn1c(SCC(=O)c2c(N)n(C3CC3)c(=O)[nH]c2=O)nnc1-c1cccc(C)c1
→ 102, -1, 106, -1, 2, 99, 114, -6
Cc1ccc(O)c(Nc2c3ccccc3nc3ccccc23)c1
→ 96, -9, 92, 40, -12, 97, 96, -1
COc1ccc(N2CCN(C(=O)COC(=O)CCc3ccccc3OC)CC2)cc1
→ 98, -7, 104, -1, 2, 101, 104, -6
CCCc1cc(=O)oc2cc(C)cc(OC(C)C(=O)NCc3ccncc3)c12 (stereo not given)
→ 101, 6, 95, 5, 7, 105, 98, 0
O=C(CNC(=O)c1ccco1)NCC(=O)OCc1c(F)cccc1Cl
→ 102, 5, 93, -1, 1, 98, 101, -4
COc1ccccc1CC1S/C(=N/N=C/c2ccco2)NC1=O (stereo not given)
→ 100, -8, 106, 0, 0, 108, 97, -18
CC(C)[C@H](CN1CCC[C@H]1CN1C(N)=NC[C@H]1C(C)C)N1C[C@@H](Cc2ccccc2)N(CCCC2CCCC2)C1=N
→ 98, 3, 102, 0, 3, 99, 127, 12
CCc1nnc(NC(=O)C2Cc3ccccc3CN2S(=O)(=O)c2c(C)c(C)cc(C)c2C)s1 (stereo not given)
→ 89, -1, 93, 5, 9, 96, 90, -25
COc1ccc(CCNC(=O)c2cc(-c3ccccn3)nc3c(Cl)cccc23)cc1OC
→ 100, 10, 100, 7, 4, 98, 104, -5
O=C(NCc1ccc2c(c1)OCO2)c1ccc(-c2ccc(Cl)cc2)o1
→ 98, -5, 116, 8, -5, 104, 129, 6
O=C(Nc1ccc(N2CCN(c3ccc(C(F)(F)F)cn3)CC2)nc1)c1cccs1
→ 97, -5, 98, 15, -5, 97, 94, -7
CC(=O)c1ccc(NC(=O)CSc2nc(=O)n3cccc(C)c3n2)cc1
→ 93, 2, 113, 3, 12, 92, 101, 5
Cn1c(=O)c(C(=O)CSc2nncs2)c(N)n(Cc2ccccc2)c1=O
→ 95, 8, 95, 2, 8, 94, 81, 21
CC1CCCN(S(=O)(=O)c2cnc[nH]2)C1 (stereo not given)
→ 100, -4, 104, -1, -5, 115, 75, -20
CCOC(=O)C(C)NC(=O)CCc1nnc2ccc(N3CCC(C)CC3)nn12 (stereo not given)
→ 103, -6, 86, 0, -2, 105, 104, 0
COc1ccc(CN2CCN(C(C)C(=O)NC(C)c3ccc(F)cc3)CC2)cc1F (stereo not given)
→ 99, 4, 106, -1, -7, 95, 99, 5
O=S(=O)(c1ccc(OC(F)(F)F)cc1)N1CCC(O)(c2cccc(C(F)(F)F)c2)CC1
→ 103, -2, 92, 5, -2, 108, 94, -20

3 entries out of the list, ordered by formula weight, descending.
Sequence of screens – RPL19A-GFP yeast, procasp3 activ, LAP4 TOR yeast, AHR act, proCasp7 act, MEP2 TOR yeast, Yeast superoxide, JMJD2C inh
O=c1c2sc3nc(N4CCOCC4)c4c(c3c2ncn1CCc1ccccc1)CCCC4
→ 100, 2, 99, -3, -5, 108, 108, 4
O=C(NCc1ccc2c(c1)OCO2)c1ccc(-c2ccc(Cl)cc2)o1
→ 98, -5, 116, 8, -5, 104, 129, 6
CCOC(=O)C(CC)n1cnc2c(nnn2-c2ccc(C)cc2)c1=O (stereo not given)
→ 96, -2, 102, 4, 6, 98, 100, /

Next part
Sequence of screens – RPL19A-GFP yeast, procasp3 activ, LAP4 TOR yeast, AHR act, proCasp7 act, MEP2 TOR yeast, Yeast superoxide, JMJD2C inh
CCCCCCCCCCCCC(=O)CCCCC(=O)O
→ 103, 6, 105, -1, -4, 112, 89, -4
Cc1ccc(CNC(=O)C2CCC(=O)N(C3CC3)C2)cc1 (stereo not given)
→ 104, 4, 99, -4, 1, 101, 94, 2
Cc1ccc(NC(=S)Nc2cccc3cnccc23)cc1C
→ 92, -7, 110, 36, -24, 98, 116, -15
CC(C)CC(=O)Nc1ccc(S(=O)(=O)Nc2nccs2)cc1
→ 85, -7, 137, -1, 2, 140, 100, -10
CC(=O)NC1(C(F)(F)F)NC(=O)N(CC(C)C)C1=O (stereo not given)
→ 98, 5, 99, -6, 1, 96, 91, 5
CCOc1ccc2[nH]cc(C(=O)N3CCN(C4CCCCC4)CC3)c(=O)c2c1
→ 111, 3, 93, 3, 3, 97, 91, 2
NC(=O)CC(NC(=O)c1cccc(Br)c1)c1ccc(N2CCN(c3ccc(F)cc3)CC2)c([N+](=O)[O-])c1 (stereo not given)
→ 100, 8, 126, 0, 5, 97, 105, -1
CC(C)(C)NC(=O)CN1CCC(O)(c2ccc3c(c2)OCO3)CC1
→ 99, 8, 95, -1, -9, 105, 93, 0
CCOC(=O)c1ccc(S(=O)(=O)NNC(=O)c2ccc3c(c2)nc(C)n3CC)cc1
→ 93, -7, 92, 12, 1, 95, 102, 7
Cc1ccc(N2C(=O)CSC2c2ccc3c(c2)OCO3)cc1 (stereo not given)
→ 109, -3, 90, -1, -4, 107, 120, 0
CC(C)CNC(=S)NNC(=O)c1nn(C)cc1Cl
→ 103, 9, 106, -3, -6, 105, 82, 0
C=CCOc1cccc(C2/C(=C(\O)c3ccc(F)cc3)C(=O)C(=O)N2CCN(C)C)c1 (stereo not given)
→ 97, 0, 92, 3, -14, 88, 96, 1
COc1ccc(C(=O)N/N=C/c2sc(N3CCOCC3)nc2-c2ccccc2)cc1OC
→ 103, 1, 94, 5, 8, 110, 104, -15
O=S(=O)(c1ccc(N2CCOCC2)nc1)N(Cc1ccccn1)Cc1ccccn1
→ 97[may fluoresce violet], -3, 79[may fluoresce violet], -4, 5, 395*[may fluoresce violet], 109, -6
CCOc1cc(N2CCOCC2)c(OCC)cc1NC(=O)CN1CCc2ccccc2C1
→ 99, -8, 101, 4, 0, 115, 117, 10
CCOC(=O)C(C)N1C(=O)S/C(=C\c2ccc(-c3ccccc3C(=O)O)o2)C1=O (stereo not given)
→ 104, 0, 108, 2, -4, 112, 104, -12
COc1ccc(CN2C(=O)CN=C2Nc2ccc(C)cc2C)cc1
→ 99, -2, 90, 2, 4, 103, 98, 6&14
CN(C)S(=O)(=O)c1cccc(NC(=O)c2cc3ccccc3o2)c1
→ 102, -3, 91, 3, 3, 103, 115, 6
CCOc1cc(/C=C2/C(=O)N(c3ccccc3)N=C2C)ccc1OC(=O)c1ccco1
→ 101, -4, 92, 1, 6, 104, 96, 9
CC(C)N1CCC(N2CCN(Cc3ccc4nonc4c3)CC2CCO)CC1 (stereo not given)
→ 103, 0, 100, 3, -12, 95, 119, -16
C=CCNC(=S)NNC(=O)C(CCCC)CC(O)COCC(C)C (stereo not given)
→ 110, 5, 121, -1, 6, 109, 96, -14
CCC(C)NC(=O)c1ccc(N2CC3CC(C2)c2cccc(=O)n2C3)c(NC(=O)c2ccc(Br)o2)c1 (stereo not given)
→ 99, -5, 98, 1, 1, 99, 92, 6
O=C(COC(=O)c1ccccc1-n1cnnn1)c1ccc(F)c(F)c1
→ 88, -6, 106, 5, 11, 94, 103, 35
Cc1noc(C)c1/C=N/Nc1ccc2ccccc2n1
→ 98, -12, 104, 83*, -3, 95, 112, -7
CC(NC(=O)c1ccc(NS(C)(=O)=O)cc1)c1ccccc1 (stereo not given)
→ 94, 1, 95, 1, -4, 96, 102, 8
COc1ccc(C(=O)N/N=C/C2CC=CCC2)cc1OC (stereo not given)
→ 99, -6, 91, 7, 4, 99, 96, 8
COC(=O)c1[nH]c2cc(C)ccc2c1NC(=O)CN1CCN(c2ccccc2OC)CC1
→ 102, 2, 100, 39, 3, 105, 107, -22
C#CCNC(=O)C1=C[C@@H](c2ccc(Br)cc2)C[C@@H](OCCCCO)O1
→ 98, 5, 140, -1, -1, 97, 98, -2

Some of the entries so far, with bars between the fields.
smiles | RPL19A-GFP yeast | procasp3 activ | LAP4 TOR yeast | AHR act | proCasp7 act | MEP2 TOR yeast | Yeast superoxide | JMJD2C inh
Cc1ccc(CNC(=O)C2CCC(=O)N(C3CC3)C2)cc1 (stereo not given) | 104 | 4 | 99 | -4 | 1 | 101 | 94 | 2
CC(NC(=O)c1ccc(NS(C)(=O)=O)cc1)c1ccccc1 (stereo not given) | 94 | 1 | 95 | 1 | -4 | 96 | 102 | 8
NC(=O)CC(NC(=O)c1cccc(Br)c1)c1ccc(N2CCN(c3ccc(F)cc3)CC2)c([N+](=O)[O-])c1 (stereo not given) | 100 | 8 | 126 | 0 | 5 | 97 | 105 | -1
